Source: PubChem (several laboratories)
proKLK7 act: proKLK7 (human) activation, primary screen; 370,000 compounds, 0.9% hits; activation, % at 7 µM; P49862; purified proKLK7, EDANS-DABCYL substrate fluorescence; 100% is mature enzyme control, 0% vehicle;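 active means activation above the mean of all tested compounds plus 3 SD, computed per campaign excluding outliers beyond control limits, cut at about 13% in these data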
Tn6 DDE FP: DD(E)-Tn6 binding inhibition, primary FP screen. P02675. Fibrin DD(E) TRITC-Tn6 fluorescence polarization displacement. inhibition, % at 8.3 µM. 370,000 compounds, 0.21% hits. AID 720509;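 active means inhibition above a per-campaign cutoff: mean of compounds within control limits plus 3 SD, cut at about 15% in these data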;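 further: 0% = median of all compound wells on the plate and 100% = blocking peptide control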
PLC-gamma1 inh: PLC-gamma1 (human) inhibition, primary screen. inhibition, % at 12.2 µM. P19174. purified PLC-gamma1, fluorogenic substrate, fluorescence. AID 720700. 370,000 compounds, 0.84% hits; in the data active means inhibition above about 9.5%
Target sequence (P19174 whole entry, looked up): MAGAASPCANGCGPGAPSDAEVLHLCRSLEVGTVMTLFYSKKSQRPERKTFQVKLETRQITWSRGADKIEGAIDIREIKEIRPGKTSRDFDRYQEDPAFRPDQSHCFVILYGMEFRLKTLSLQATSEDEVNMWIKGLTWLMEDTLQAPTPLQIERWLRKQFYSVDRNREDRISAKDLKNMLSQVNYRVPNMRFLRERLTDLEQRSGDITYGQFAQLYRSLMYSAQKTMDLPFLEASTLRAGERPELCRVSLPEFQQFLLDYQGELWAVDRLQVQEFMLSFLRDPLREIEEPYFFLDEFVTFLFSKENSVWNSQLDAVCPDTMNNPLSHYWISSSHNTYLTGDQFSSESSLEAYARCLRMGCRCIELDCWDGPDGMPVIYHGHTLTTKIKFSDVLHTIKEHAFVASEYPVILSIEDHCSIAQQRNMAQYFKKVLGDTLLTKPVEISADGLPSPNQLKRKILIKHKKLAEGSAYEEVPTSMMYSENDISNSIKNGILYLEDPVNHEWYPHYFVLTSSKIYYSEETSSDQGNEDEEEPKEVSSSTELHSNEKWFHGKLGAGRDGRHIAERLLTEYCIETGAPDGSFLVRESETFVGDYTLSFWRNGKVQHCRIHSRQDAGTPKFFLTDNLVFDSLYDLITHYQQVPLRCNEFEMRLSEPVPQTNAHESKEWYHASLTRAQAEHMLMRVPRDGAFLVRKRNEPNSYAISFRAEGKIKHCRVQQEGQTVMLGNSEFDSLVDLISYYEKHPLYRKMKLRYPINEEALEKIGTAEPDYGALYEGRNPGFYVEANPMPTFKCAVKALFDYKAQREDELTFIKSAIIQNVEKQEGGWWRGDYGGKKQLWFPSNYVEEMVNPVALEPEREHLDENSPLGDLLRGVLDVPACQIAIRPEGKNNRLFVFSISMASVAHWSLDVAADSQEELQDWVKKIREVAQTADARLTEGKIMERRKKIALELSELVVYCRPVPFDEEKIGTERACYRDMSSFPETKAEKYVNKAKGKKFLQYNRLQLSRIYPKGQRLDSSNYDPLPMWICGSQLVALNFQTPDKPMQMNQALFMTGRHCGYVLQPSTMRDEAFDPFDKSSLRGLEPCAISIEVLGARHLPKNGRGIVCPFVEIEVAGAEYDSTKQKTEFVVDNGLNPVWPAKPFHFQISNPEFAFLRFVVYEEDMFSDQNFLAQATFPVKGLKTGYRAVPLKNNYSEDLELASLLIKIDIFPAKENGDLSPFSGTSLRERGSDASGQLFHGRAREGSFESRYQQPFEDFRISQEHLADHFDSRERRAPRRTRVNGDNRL
ASAP1 inh: blocks human ASAP1-stimulated Arf1 GTP hydrolysis; GDP FP detection; AID 624377; Q9ULH1; inhibition, % at 16.5 µM; 360,000 compounds, 0.19% hits; in the data active means inhibition above about 25%;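 further: 0% = vehicle with enzyme and substrate and 100% = no enzyme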
PLCb3 inh: PLC-beta3 (human) inhibition, primary screen; Q01970; Purified PLC-beta3, fluorogenic substrate, fluorescence; inhibition, % at 12.2 µM; 370,000 compounds, 0.18% hits; AID 720704; in the data active means inhibition above about 11%;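 further: 0% = median of compound wells on plate and 100% = full blocker control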
NR1D1 modulator: modulators of human Rev-erb alpha DNA binding; P20393; Rev-erbα–FITC-DNA binding, fluorescence polarization, 90 min; activity, % at 10 µM; 370,000 compounds, 0.79% hits;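 active means activity above about 14%, limit read from the data; passing the limit was not always enough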;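 further: 0% = DMSO wells with 35 nM protein and 100% = DMSO wells with 750 nM protein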
UHRF1 MBD2 ctr: human UHRF1 methylated DNA binding inhibitors; Q96T88; UHRF1 binding to methylated oligo, TR-FRET; inhibition, % at 4.4 µM; 370,000 compounds, 0.75% hits; AID 687016; in the data active means inhibition above about 21%;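 further: UHRF1 SRA domain binding a hemimethylated CpG hairpin DNA probe; 0% = median of test compound wells and 100% = reference inhibitor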
sPLA2-III inh: Blocks human group III sPLA2 activity | inhibition, % at 12.2 µM | 370,000 compounds, 0.56% hits | AID 743126 | Q9NZ20 | QFRET BODIPY PC-A2 liposome hydrolysis, fluorescence;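 active means inhibition above mean plus 3 SD of compounds lying within the high and low control bounds, cut at about 19% in these data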;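 further: 0% = median of test compound wells and 100% = no enzyme DMSO wells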
DDE Tn7 FP inh: inhibitors of Tn7 peptide binding to human fibrin DD(E); FP displacement of FITC-Tn7 peptide from fibrin DD(E); 0% = median of compound wells per plate; AID 720508; P02675; inhibition, % at 8.3 µM; 370,000 compounds, 0.13% hits;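 active means inhibition above the mean of compounds falling within the control limits plus 3 SD of them, cut at about 14% in these data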;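 further: 0% = plate median of compound wells and 100% = 10 µM Aha-Tn7 peptide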
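assay system = human clot-derived fibrin DD(E) complex | quantity = Fibrin-DD(E) at 2 µM final | timing = 10 min preincubation, 3 h with tracer, room temperature | signal = fluorescence polarization | measure = percent inhibition | benchmarks = high control wells with 10 µM unlabelled Aha-Tn7 peptide (full inhibition) | replicates = singlicate testing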
ARFGAP1 inhibitor: inhibits rat ARF GTPase activating protein 1 | 360,000 compounds, 0.26% hits | Arfgap1-stimulated ARF1 GTP hydrolysis, GDP FP detection | inhibition, % at 16.5 µM;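 active means inhibition above a per-plate limit, mean inhibition of low control wells plus 3 SD, cut at about 25% in these data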;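 further: 0% = DMSO wells with enzyme and 100% = wells lacking Arfgap1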
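Repeats: one replicate per compound; assay system: rat Arfgap1 catalytic domain, aa 1-136; times: enzyme reaction 120 min at 25 °C after 20 min preincubation; detection: FP of antibody-bound GDP Alexa 633 tracer, ex 620/em 688 nm; benchmarks: high control wells lacking Arfgap1, low control full reaction with DMSO; reagent: human ARF1(Δ1-17)-GTP substrate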
Starred values were filed as active, the others as inactive.

SMILES	proKLK7 act	Tn6 DDE FP	PLC-gamma1 inh	ASAP1 inh	PLCb3 inh	NR1D1 modulator	UHRF1 MBD2 ctr	sPLA2-III inh	DDE Tn7 FP inh	ARFGAP1 inhibitor
O=S(=O)(c1cc(Cl)ccc1Cl)n1nnc2ccccc21	0.4	7.4	-3.0	-5.6	-1.4	0.0	0.1	3.3	6.0	1.8
Cc1c(OCC(=O)N[C@@H](Cc2ccccc2)C(=O)O)ccc2c3c(c(=O)oc12)CCC3	-0.4	-1.0	-6.2	-5.8	-8.9	-1.6	1.1	-6.1	-3.5	20.2
Cc1ccc(Cn2nnc3c(=O)n(CC(=O)NCc4ccc5c(c4)OCO5)cnc32)cc1	-0.4	5.2	-0.3	-18.1	1.2	-3.6	-0.4	-7.0	-5.0	1.4
Cc1ccc(NC2=C(NC(=O)c3ccccc3)C(=O)c3ccccc3C2=O)cc1Cl	0.7	-12.2	7.7	5.0	3.9	3.9	-3.6	17.9	0.5	5.5
CCN1CCN(CC(=O)N/N=C/c2cc(Br)cs2)CC1	-0.3	0.1	-0.2	-3.5	-4.9	-3.9	-0.8	6.6	1.6	-9.3
COc1ccc(C)cc1S(=O)(=O)N1CCCC(C(=O)N2CCN(c3ccccc3)CC2)C1 (configuration not stated)	0.6	5.8	1.7	-3.2	-2.3	7.8	-0.3	-12.8	-2.0	2.9
O=C(CN1CCCCCC1)Nc1ccccc1[N+](=O)[O-]	0.8	-11.6	1.6	8.4	0.7	0.7	1.9	-5.8	-2.3	6.6
CC(=O)N1c2ccc(S(=O)(=O)N3CCCCC3)cc2CC1C(=O)Nc1ccc(F)cc1C (configuration not stated)	0.3	-11.2	-0.5	-2.2	-10.8	-0.4	3.0	-2.0	4.7	2.9
COc1cccc(NC(=O)COC(=O)CCCc2c[nH]c3ccccc23)c1	0.5	1.3	-2.1	1.9	-6.8	0.8	0.0	-94.3	4.1	22.1
CCNc1nc(NCC)nc(N(C)N)n1	-0.4	0.1	1.2	-12.6	2.6	0.0	-1.6	2.3	-3.7	-5.5
CCN(Cc1ccccc1)C(=O)CSc1ccccc1C(=O)O	-0.4	-2.0	-2.2	1.1	2.0	1.7	-2.2	-5.5	-5.6	2.4
COc1ccccc1NC(=O)CSc1nc(O)cc(=O)[nH]1	-0.3	5.1	1.8	-11.2	-0.3	1.1	-4.0	-11.3	4.3	-11.7
CCOc1ccc(/C=C2\C(=O)c3ccccc3OC2c2ccccc2)cc1 (configuration not stated)	0.4	-1.3	-1.6	7.3	-1.0	-1.6	0.5	4.3	-0.8	0.7
Nc1nc(C(F)(F)F)cc(=O)n1N	0.4	-10.0	4.7	-5.0	-0.6	2.5	2.1	11.8	2.4	9.8
Cc1ccc2c(c1)N(CC(=O)N1CCCCCC1)C(=O)c1cccnc1O2	0.2	3.7	1.7	-7.6	-6.1	2.6	0.1	4.3	-6.0	8.4
Cc1ccc(NC(=O)C(C)OC(=O)CSc2ccccc2)cc1 (configuration not stated)	-0.3	-4.6	-1.4	-2.9	-2.5	5.4	2.9	5.7	-6.0	11.2
CN(C)c1cc(-c2ccccc2)nc(N)n1	-0.1	6.9	1.8	0.1	3.4	-0.8	1.1	0.1	3.7	9.8
CC(C(=O)NC1CCCCC1)N1C(=O)C2C3C=CC(C3)C2C1=O (configuration not stated)	0.3	-6.2	4.5	5.3	-4.2	-4.1	2.6	-0.7	-2.9	2.5
COc1cc2[nH]c3c(=O)n(CCN4CCCCC4)cnc3c2cc1OC	4.2	2.7	-60.4	3.3	-74.0	-5.9	12.6	5.6	-5.4	2.1
Cc1onc(-c2ccccc2)c1C(=O)NCCCc1ccccc1	0.4	0.0	-4.2	7.4	-4.3	-0.8	2.1	-7.8	3.3	-10.8
NC(=O)c1c(NC(=O)CSc2nc(N)cc(=O)[nH]2)sc2c1CCCC2	-0.2	-1.5	-5.1	10.2	-18.7	1.9	-0.6	0.0	4.6	-4.1
O=c1[nH]ncc(N/N=C\c2cccnc2)c1Cl	-0.1	-1.0	0.3	-7.6	-7.9	-6.0	-1.4	5.4	1.7	-5.4
OC[C@H]1O[C@@H](c2nc(-c3ccccc3Br)no2)[C@H](O)[C@@H](O)[C@H]1O	1.1	3.4	0.3	-0.8	9.9	2.3	-2.7	-1.2	-7.6	3.2
Cc1ccc(OCCCn2ccnc2)cc1C	0.5	-6.6	0.7	-1.1	-0.4	-0.4	-1.8	-5.5	2.4	0.5

Reformatted: 9 of the compounds above.
Values in the order: proKLK7 act, Tn6 DDE FP, PLC-gamma1 inh, ASAP1 inh, PLCb3 inh, NR1D1 modulator, UHRF1 MBD2 ctr, sPLA2-III inh, DDE Tn7 FP inh, ARFGAP1 inhibitor
> Nc1nc(C(F)(F)F)cc(=O)n1N
 : 0.4, -10.0, 4.7, -5.0, -0.6, 2.5, 2.1, 11.8, 2.4, 9.8
> Cc1ccc2c(c1)N(CC(=O)N1CCCCCC1)C(=O)c1cccnc1O2
 : 0.2, 3.7, 1.7, -7.6, -6.1, 2.6, 0.1, 4.3, -6.0, 8.4
> Cc1ccc(NC(=O)C(C)OC(=O)CSc2ccccc2)cc1 (configuration not stated)
 : -0.3, -4.6, -1.4, -2.9, -2.5, 5.4, 2.9, 5.7, -6.0, 11.2
> CN(C)c1cc(-c2ccccc2)nc(N)n1
 : -0.1, 6.9, 1.8, 0.1, 3.4, -0.8, 1.1, 0.1, 3.7, 9.8
> CC(C(=O)NC1CCCCC1)N1C(=O)C2C3C=CC(C3)C2C1=O (configuration not stated)
 : 0.3, -6.2, 4.5, 5.3, -4.2, -4.1, 2.6, -0.7, -2.9, 2.5
> COc1cc2[nH]c3c(=O)n(CCN4CCCCC4)cnc3c2cc1OC
 : 4.2, 2.7, -60.4, 3.3, -74.0, -5.9, 12.6, 5.6, -5.4, 2.1
> Cc1onc(-c2ccccc2)c1C(=O)NCCCc1ccccc1
 : 0.4, 0.0, -4.2, 7.4, -4.3, -0.8, 2.1, -7.8, 3.3, -10.8
> NC(=O)c1c(NC(=O)CSc2nc(N)cc(=O)[nH]2)sc2c1CCCC2
 : -0.2, -1.5, -5.1, 10.2, -18.7, 1.9, -0.6, 0.0, 4.6, -4.1
> O=c1[nH]ncc(N/N=C\c2cccnc2)c1Cl
 : -0.1, -1.0, 0.3, -7.6, -7.9, -6.0, -1.4, 5.4, 1.7, -5.4

More records
SMILES	proKLK7 act	Tn6 DDE FP	PLC-gamma1 inh	ASAP1 inh	PLCb3 inh	NR1D1 modulator	UHRF1 MBD2 ctr	sPLA2-III inh	DDE Tn7 FP inh	ARFGAP1 inhibitor
COC(=O)c1cc(=O)n(Cc2cccs2)c(=NCc2cccs2)s1	-0.1	-1.7	0.2	4.6	-0.8	-0.2	-2.4	1.2	-2.3	-10.2
CCOC(=O)CC(=O)CSc1nnc(Cn2c(=O)sc3ccccc32)n1C	1.4	3.1	-7.5	6.5	-4.8	2.4	-4.7	-10.3	6.6	-1.5
COc1ccc(OC)c(-c2nc(C(=O)NCC3CCCO3)cc3c2[nH]c2ccccc23)c1 (configuration not stated)	-11.8	5.2	-126.3	3.8	-163.7	2.7	0.0	-9.8	5.0	-5.0
NS(=O)(=O)c1ccc(NC(=O)/C=C/c2ccc3c(c2)OCO3)cc1	-80.9	-4.9	-213.3	6.0	-225.5	-5.0	-6.2	-9.8	0.5	3.2
O=C(Nc1ccc(Oc2ccccc2)nc1)C1CCCCN1Cc1ccc(OCCO)cc1 (configuration not stated)	0.3	-6.6	-0.5	4.1	-9.1	-7.9	-3.4	-10.8	-8.5	-1.4
O=C(Nc1ccc(F)cc1)c1ccc2c(=O)n(CC3CCCO3)c(=S)[nH]c2c1 (configuration not stated)	-0.7	4.3	-0.3	2.4	-4.1	1.2	0.7	6.9	-1.6	0.9
CSc1ncccc1C(=O)OCC(=O)Nc1nc(C)c(Cl)cc1Cl	-0.4	3.0	-0.6	2.3	-3.5	7.1	0.1	10.6	6.4	-8.1
Cc1ccc(NC(=O)c2nc[nH]c2C(=O)Nc2ccccc2F)cc1	1.2	-4.5	5.2	4.1	4.3	0.2	1.2	4.3	-1.3	8.5
Cc1ccc2c(=O)c(CN3CCCCCC3)c(C)[nH]c2c1C	-0.4	9.7	-3.7	-6.1	0.9	3.3	1.7	3.5	1.1	4.2
COc1ccc2nc3ccccc3nc2c1NC(=O)c1ccc(Cl)cc1	-0.1	1.0	-3.1	6.9	-4.0	-2.9	-0.5	3.6	-1.9	1.4
O=C1C2C3C=CC(C3)C2C(=O)N1CCN1CCN(S(=O)(=O)c2ccc3ccccc3c2)CC1 (configuration not stated)	-0.9	6.0	-1.9	13.2	-1.4	-0.3	-3.3	-8.1	3.2	-4.6
O=C1OC(c2ccco2)=N/C1=C\c1ccc(-c2cccc(C(F)(F)F)c2)o1	0.3	-2.7	-27.6	6.5	-31.7	-2.9	1.2	-17.3	-7.8	-6.3
C[C@@H]1CN([C@H](C)CO)C(=O)CCCn2cc(nn2)CO[C@H]1CN(C)C(=O)Nc1ccccc1F	-0.6	-3.6	-0.7	-1.0	-2.1	-1.9	1.0	2.7	-1.9	0.0
COc1ccc(CNC(=O)COC(=O)CC2CCCC2)cc1	0.8	8.0	4.5	0.3	4.7	-3.5	0.9	2.6	-2.2	6.0
Cc1cc(C)nc(N2CCC(C(=O)NC3CC3)CC2)n1	-0.2	-8.6	-5.6	-3.1	-6.0	0.2	-1.2	0.7	-2.9	-0.6
CCOc1ccc(N(CC(=O)NC2CCCC2)C(=O)CCC(=O)Nc2nccs2)cc1	-0.5	8.6	0.0	-1.9	-2.4	2.2	0.0	-6.4	-2.2	-3.2
C=CCn1c(SCC(=O)Nc2ccc3c(c2)CCC3)nnc1-c1cccs1	0.6	3.5	-0.4	-1.0	-0.7	4.4	-2.4	-17.8	2.2	-1.1
O=C(NCN1CCN(c2ccccc2F)CC1)c1cccnc1	-0.6	0.0	2.8	-6.3	2.2	-4.0	3.9	2.1	-7.2	6.2
COc1ccc(CCN=C(C)c2cc(C)c(C)cc2O)cc1OC	-0.1	2.1	-0.4	3.0	-2.8	-4.2	-2.2	0.2	-4.9	10.4
Cn1c(SCc2cccc([N+](=O)[O-])c2)nc2ccccc2c1=O	0.4	11.1	5.1	7.5	-8.1	-2.4	0.6	-4.0	-4.4	-4.6

Full records as entered above:
`CCOc1ccc(N(CC(=O)NC2CCCC2)C(=O)CCC(=O)Nc2nccs2)cc1` reads proKLK7 act = -0.5; Tn6 DDE FP = 8.6; PLC-gamma1 inh = 0.0; ASAP1 inh = -1.9; PLCb3 inh = -2.4; NR1D1 modulator = 2.2; UHRF1 MBD2 ctr = 0.0; sPLA2-III inh = -6.4; DDE Tn7 FP inh = -2.2; ARFGAP1 inhibitor = -3.2
`COc1ccc(CNC(=O)COC(=O)CC2CCCC2)cc1` reads proKLK7 act = 0.8; Tn6 DDE FP = 8.0; PLC-gamma1 inh = 4.5; ASAP1 inh = 0.3; PLCb3 inh = 4.7; NR1D1 modulator = -3.5; UHRF1 MBD2 ctr = 0.9; sPLA2-III inh = 2.6; DDE Tn7 FP inh = -2.2; ARFGAP1 inhibitor = 6.0
